Assay outcomes from PubChem.
DENV2 CPE rescue = inhibitors of DENV2 cytopathic effect, primary screen, cell-based, plate reader, single concentration; DENV2-infected cells, cytopathic effect rescue; CPE inhibition, % at 9.99 µM; actives 1.7% (n = 350,000); in the data active means CPE inhibition above about 20%, passing the limit was not always enough; inconclusive means no clear call, values can overlap the other calls; tested in BHK-21 cells;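 further: 0% = median of neutral control wells and 100% = median of positive control wells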
EWS-Fli inh = EWS/Fli-driven NR0B1 reporter inhibitors, primary screen, A673 cells, NR0B1 luciferase, luminescence, MLPCN library; actives 0.67% (n = 350,000); viability-normalised; inhibition, % at 12.6 µM;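 active means mean inhibition of at least 50% after viability correction, with every replicate also passing that limit; inconclusive means mean reaches 50% but only one of two replicates passes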;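 further: firefly luciferase signal divided by Alamar Blue viability fluorescence both relative to DMSO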
PAX8 inh HTS = inhibitors of PAX8-driven TPO luciferase reporter, primary screen, RMG-I cells, single concentration. SteadyGlo, 24 h. inhibition, % at 12.6 µM. actives 1.2% (n = 360,000);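 active means mean replicate inhibition at least 60% with every replicate also reaching 60%; inconclusive means only one of the two criteria is met; inactive means mean below 60% and not all replicates reaching 60%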;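 further: luciferase light reporting Pax8 driven TPO promoter activity; plate controls were median of neutral control wells for no effect and mitoxantrone controls for full effect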
FN deposit inh = inhibitors of fibronectin matrix deposition, primary screen, AH1F cells, Alexa488-fibronectin fluorescence, plate reader | AH1F fibroblasts, overnight | inhibition, % at 12.6 µM | actives 0.086% (n = 350,000) | AID 743247, 2014;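 active means mean inhibition across replicates of 30% or more, regardless of how many single replicates reach that level; inconclusive means mean under 30% yet at least half of replicates reach 30%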;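 further: positive control wells lacked labelled fibronectin entirely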
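Assay system: AH1F fibroblast monolayer, labelled fibronectin deposition. Amount: 10000 cells per well. Also added: labelled fibronectin 24 nM. Compound: single-point pinned compound. Incubation: cell attachment 1 h, compound and FN exposure overnight. Detection: fluorescence after three HBSS washes, excitation 485 nm, emission 525 nm. Read-out: inhibition of fibronectin deposition signal.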
INS-1E GSIS act = GLuc luminescence reporter in INS-1E cells, primary screen for activators of glucose-dependent secretion of insulin | INS-1E GLuc reporter insulin secretion, 2-3 h | AID 743287, 2014 | activation, % at 16.6 µM | actives 0.61% (n = 370,000);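 active means lowest replicate activation of at least 40%, so every replicate reaches that level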;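 further: 0% = median of neutral control wells and 100% = median of IBMX positive control wells; some compounds called inactive have numbers as strong as hits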
CFTR F508del cor = F508del CFTR correction, initial screen, CFBE line, single point | CFBE cells, YFP halide quenching; stimulated with forskolin plus potentiator P3; % fluorescence drop versus neutral controls | activity (quench increase), % at 7.58 µM | actives 0.36% (n = 350,000);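 active means mean added fluorescence quench of at least 8% versus neutral control, with both replicates also reaching 8%; inconclusive means only one of the mean or replicate conditions met; inactive means mean below 8% and not both replicates reaching 8%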;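 further: cells transiently co-express mutant CFTR-F508del with the halide-sensitive YFP; corrector assay measuring rescue of mutant channel to the surface after 24 h compound exposure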
miR122 inh = miR-122 Renilla sensor signal increase in Huh7, primary screen, miR-122 inhibitor project, cell-based, single point, plate reader | AID 602342, 2012 | actives 0.3% (n = 340,000) | activation (reporter increase), % at 12.5 µM | Huh7 miR-122 Renilla luciferase sensor, 48 h; neutral wells = 0, positive control = 100;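 active means mean replicate activation score at least 90 and every replicate individually at or above 90; inconclusive means only one of the two criteria met; inactive means neither criterion met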;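 further: higher luciferase means less miR-122 activity so hits act as miR-122 inhibitors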
Active calls of the source: *; ? = inconclusive; · = not tested or not shown; & = joins results of further samples; [ ] = another dose, or the depositor's remark.

SMILES	DENV2 CPE rescue	EWS-Fli inh	PAX8 inh HTS	FN deposit inh	INS-1E GSIS act	CFTR F508del cor	miR122 inh
Cc1cc(C)c(Cn2c3ccccc3c3cnn(CC(=O)NCCN4CCOCC4)c(=O)c32)c(C)c1	2	8	7	4	-5	2.8	15
O=C(C=Cc1ccc2c(c1)OCO2)C1CC1	-2	-21	-33	·	21	-2.7	·
CCOC(=O)C1=C(C)Nc2nnnn2C1c1cccnc1 (stereo not drawn)	·	·	-3	9	·	·	-13
Cc1nn(-c2ccccc2)c(C)c1CN	-7	0	0	-20	5	-1.1	·
CC(C)(C)c1ccc(CC(=O)N2CCC2(C)C(=O)NS(=O)(=O)c2cccc(C#N)c2)cc1 (stereo not drawn)	-8	-1	-9	-11	·	-3.2	·
COCC(=O)Nc1ccc2c(c1)OC[C@@H](C)N(Cc1cncnc1)C[C@@H](C)[C@@H](OC)CN(C)C2=O	·	-1	·	-7	4	2.2	8[16.7 µM]
O=C(CSc1ncccc1C(=O)O)Nc1ccc2c(c1)OCCO2	3	-22	-16	4	-1	-2.8	0
COc1cccc(OC)c1C(=O)NC(C)CCc1ccccc1 (stereo not drawn)	2	12	13	5	-3	0.9	0
COc1ccc(Cc2n[nH]c(=S)n2C)cc1Br	·	-11	-1	-2	25	1.8	-3
CCN(C(=O)Cn1cnc2c1c(=O)n(C)c(=O)n2C)C1CCS(=O)(=O)C1 (stereo not drawn)	2	-5	11	0	13	0.8	·
CC1(c2nnc(-c3ccccc3)o2)CC(c2ccc([N+](=O)[O-])cc2)=NO1 (stereo not drawn)	·	-4	-6	-9	-10	0.5	-3
COC(=O)c1ccc(Oc2nc(NC(C)C)nc(NC(C)C)n2)cc1	-2	-4	20	6	2	2.1	·
CC(C)c1ccc(CN(C(=O)c2ccco2)C2CCS(=O)(=O)C2)cc1 (stereo not drawn)	5	-2	-2	-4	38	2.4	-3
Cc1cc(N2CCN(c3nc(-c4ccc([N+](=O)[O-])cc4)cs3)CC2)c2ccccc2n1	0	34	29	·	10	1.9	·
Cn1ncc2c(=O)[nH]nnc21	-3	-3	-8	2	1	-4.1	·
Cc1cccc(C)c1NC(=O)N1CCC(n2c(=O)[nH]c3ccccc32)CC1	-2	-2	·	11	11	-1.0	-5
CC(=O)c1c(C)[nH]c(C(=O)OC(C)C(=O)NC2CCCCC2)c1C (stereo not drawn)	3	-4	-1	1	-1	-1.0	1
Cc1cccn2c(=O)c3cc(C(=O)NCCN4CCOCC4)c(=N)n(CCCN4CCOCC4)c3nc12	1	4	-20	0	-9	1.5	-12
Cc1cc(-n2c(SCC(=O)Nc3ccc(F)c(F)c3)nc3n[nH]c(C)c3c2=N)ccc1Cl	0	14	77*	-5	250*	0.3	-7
C[C@H](CO)N1C[C@H](C)[C@@H](CN(C)S(=O)(=O)c2ccc(Cl)cc2)OCCCC[C@H](C)Oc2ccc(NS(=O)(=O)c3ccccc3)cc2C1=O	-4	7	76*	-2	6	-2.2	·

Random excerpt: two entries already listed, in no set order.
SMILES	DENV2 CPE rescue	EWS-Fli inh	PAX8 inh HTS	FN deposit inh	INS-1E GSIS act	CFTR F508del cor	miR122 inh
CCN(C(=O)Cn1cnc2c1c(=O)n(C)c(=O)n2C)C1CCS(=O)(=O)C1 (stereo not drawn)	2	-5	11	0	13	0.8	·
Cc1nn(-c2ccccc2)c(C)c1CN	-7	0	0	-20	5	-1.1	·

Gathered by group: the compounds so far containing an aryl thioether with sulfur outside any ring.
SMILES	DENV2 CPE rescue	EWS-Fli inh	PAX8 inh HTS	FN deposit inh	INS-1E GSIS act	CFTR F508del cor	miR122 inh
O=C(CSc1ncccc1C(=O)O)Nc1ccc2c(c1)OCCO2	3	-22	-16	4	-1	-2.8	0
Cc1cc(-n2c(SCC(=O)Nc3ccc(F)c(F)c3)nc3n[nH]c(C)c3c2=N)ccc1Cl	0	14	77*	-5	250*	0.3	-7

(continued)
SMILES	DENV2 CPE rescue	EWS-Fli inh	PAX8 inh HTS	FN deposit inh	INS-1E GSIS act	CFTR F508del cor	miR122 inh
Cc1ccc(NC(=O)C(=O)NCc2ccc(/C=N/NC(=O)c3c(C)nc4cc(C)ccn34)o2)cc1	-2	-1	2	-4	1	·	·
CN(CC(=O)Nc1cccc(F)c1)C(=O)Cn1c(=O)cnc2ccccc21	-8	4	-15	14	21	-3.1	·
CCOC(=O)Cc1cnc(NC(=O)NC(C(=O)OCC)(c2ccccc2)C(F)(F)F)s1 (stereo not drawn)	·	·	1	5	·	·	1
N#Cc1ccc(-c2ccc3c(c2)[C@H]2[C@H](CCN2C(=O)C2CCCC2)[C@H](CO)N3)cc1	18	-8	·	·	·	0.2	·
Cc1ccc(OCCC(=O)Nc2ccc(F)c(F)c2)cc1	?	7	14	5	8	·	-2
O=C(CCC(=O)c1ccc(F)cc1)NCc1ccccc1C(F)(F)F	-6	·	-19	3	-25	0.6	0
N#CCCN(C(=O)COC(=O)c1cc(=O)c2ccccc2o1)c1ccccc1	14	1	-14	2	-1	13*	-5
COCC(=O)N(C)C[C@@H]1Oc2ncc(C#CCC3CCCC3)cc2C(=O)N([C@H](C)CO)C[C@@H]1C	0	1	·	-11	8	1.1	2[16.7 µM]
CC(=O)CN1C(=O)NC2(CCCc3ccccc32)C1=O (stereo not drawn)	-1	1	-2	2	13	-3.4	6
Cc1noc(C)c1NC(=O)N(C)C[C@H]1Oc2ccc(NC(=O)C3CCCCC3)cc2CC(=O)N([C@H](C)CO)C[C@@H]1C	-10	-5	0	5	31	-1.0	-3[16.7 µM]
CC1CCC(NC(=O)Cn2c(=O)[nH]c3ccsc3c2=O)CC1 (stereo not drawn)	·	·	-37	-5	·	·	-2
C[C@H](CO)N1C[C@H](C)[C@@H](CN(C)S(=O)(=O)c2cn(C)cn2)Oc2ccc(NC(=O)Cc3ccccc3)cc2CC1=O	-2	7	17	·	10	-1.6	0[16.7 µM]
COc1ccc(S(=O)(=O)N(C)C[C@@H]2Oc3ccc(NC(=O)Cc4ccccc4)cc3C(=O)N([C@H](C)CO)C[C@@H]2C)cc1	-13	3	3	-5	-27	-0.2	-5[16.7 µM]
COc1cccc(-c2nc(-c3ccncc3)no2)c1	-5	-62	-125	0	6	5.0	·
Cn1cnc(S(=O)(=O)N[C@@H]2C=C[C@@H](CC(=O)Nc3ccccc3)O[C@@H]2CO)c1	-4	-2	·	·	·	1.9	·
O=C(CN(C(=O)CNS(=O)(=O)c1ccc(F)cc1)c1ccc(F)cc1)NCc1ccco1	2	6	10	2	1	0.2	-1
CN(C)/C=C1\C(=O)N(c2ccc(F)cc2F)C(c2cccnc2)S1(=O)=O (stereo not drawn)	12	4	26	-1	6	0.2	·
Cc1ccc(C)c(N2CCN(C(=O)CCc3nc(-c4cccc(F)c4)no3)CC2)c1	9	-2	5	3	-8	-1.2	-2
Clc1ccccc1OCc1nc(-c2ccccn2)no1	·	·	-111	1	·	·	-1
Nc1ccn([C@@H]2O[C@H](C(=O)N3CCCN(Cc4ccccc4F)CC3)[C@@H](O)[C@H]2O)c(=O)n1	2	-10	-19	-2	20	3.0	·
C[C@H]1CN([C@@H](C)CO)C(=O)c2c(c3ccccc3n2C)-c2ccccc2CO[C@@H]1CN(C)Cc1ccc(Cl)c(Cl)c1	-9	-3	34	-5	96	-1.2	·
O=C(O)C[C@H]1C[C@H]2c3cc(NC(=O)Nc4ccc(F)cc4)ccc3O[C@H]2[C@H](CO)O1	2	7	·	-7	1	-4.0	1[16.7 µM]
C[C@H](CO)N1C[C@H](C)[C@@H](CN(C)C)Oc2c(NC(=O)c3ccncc3)cccc2C1=O	2&-7	-3&-3	-5&6	-5	5&3	-1.4&1.4	5[16.7 µM]
O=C(NCC(=O)N1CCCCCCC1)c1ccccc1Cl	-1	-22	-62	-1	-2	3.2	3
O=C(c1ccncc1)N1CC(=O)N2[C@@H](CO)[C@@H](c3ccc(-c4ccccc4)cc3)[C@@H]2C1	-2	5	1	·	-5	0.4	·
Cc1ccc(S(=O)(=O)N(C)C[C@H]2Oc3c(NC(=O)c4ccncc4)cccc3C(=O)N([C@@H](C)CO)C[C@@H]2C)cc1	-6	-4	-8	·	11	-1.1	-1[16.7 µM]
COC(=O)c1nn(-c2ccccc2)c(=O)cc1Oc1ccc(Cl)cc1	·	·	-3	-16	·	·	-15
O=C(c1ccc(F)cc1)N1CC(=O)N2[C@H](CO)[C@H](c3ccc(-c4ccccc4F)cc3)[C@@H]2C1	8	·	·	·	-10	0.9	·
O=C(COc1cccc2cccnc12)N/N=C/c1cccn1-c1ccc(F)cc1	2	2	-10	-3	11	-1.2	·
CCOC(=O)N1CCN(S(=O)(=O)N2CCCC(C(=O)NCCc3ccc(Cl)cc3)C2)CC1 (stereo not drawn)	4	·	-17	-1	8	0.4	5
O=C(Nc1cccc(N=Cc2cc(Cl)cc(Br)c2O)c1)c1ccco1	1	-1	-2	4	4	-0.6	·
CC(C)NC(=O)Nc1ccc2c(c1)C(=O)N([C@H](C)CO)C[C@@H](C)[C@@H](CN(C)C(=O)c1ccccc1)OCCCC[C@H](C)O2	17	-5	-6	·	-1	0.4	3[16.7 µM]
CCn1cc(S(=O)(=O)Nc2cc(C)ccc2F)cn1	14	0	8	·	71	0.5	6
CC1CCCCN1CCCNC(=O)c1ccc2c(c1)NC(=O)CN2C (stereo not drawn)	9	-5	-4	3	-3	1.4	-2
CCN(CC)CCN1C(=O)C2C(C(=O)Nc3cccc(C)c3)C3C=CC2(O3)C1C(=O)NC1CCCC(C)C1C (stereo not drawn)	3	24	23	-2	8	-0.8	-17
NNC(=S)NCCc1ccccc1	·	3	-34	4	-9	-0.4	-2
CCCNC(=O)Nc1ccc2c(c1)C(=O)N(C)[C@H]1CC[C@H](CC(=O)OC)O[C@H]1CO2	?	1	3	-4	9	-1.3	-22[16.7 µM]
O=C(O)CC/C(=N\NC(=O)c1ccccc1Br)c1ccccc1	7	14	4	-1	-7	·	·
COCC(=O)N[C@H]1C=C[C@@H](CC(=O)OC)O[C@@H]1CO	-1	-3	-2	3	20	-2.5	·
O=C(Nc1ccccc1O)c1ccc(Cl)cc1	·	·	-74	-1	7	·	1
O=c1c2sccc2nc(SCc2cc(=O)n3ccccc3n2)n1Cc1ccccn1	1	-30	14	-4	3	2.0	·

Single values from the results shown:
COC(=O)c1nn(-c2ccccc2)c(=O)cc1Oc1ccc(Cl)cc1 in FN deposit inh shows -16
O=C(COc1cccc2cccnc12)N/N=C/c1cccn1-c1ccc(F)cc1 in INS-1E GSIS act shows 11
Cc1ccc(S(=O)(=O)N(C)C[C@H]2Oc3c(NC(=O)c4ccncc4)cccc3C(=O)N([C@@H](C)CO)C[C@@H]2C)cc1 in EWS-Fli inh shows -4
O=C(c1ccncc1)N1CC(=O)N2[C@@H](CO)[C@@H](c3ccc(-c4ccccc4)cc3)[C@@H]2C1 in DENV2 CPE rescue shows -2
O=C(O)CC/C(=N\NC(=O)c1ccccc1Br)c1ccccc1 in INS-1E GSIS act shows -7
